Assay outcomes deposited in PubChem BioAssay by The Scripps Research Institute Molecular Screening Center.
ADAM17 inh – inhibits human ADAM17. P78536. inhibition, % at 6.95 µM. hit rate 0.83% among 370,000. AID 720648. recombinant ADAM17, EDANS/DABCYL FRET peptide cleavage;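 active = inhibition above the mean of compounds lying between control limits plus 3 SD, set per campaign, cut at about 8.5% in these data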;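 note: 0% = DMSO-only wells as the low control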
ADAM10 inh – ADAM10 inhibition, QFRET primary screen; O14672; recombinant ADAM10, EDANS/DABCYL FRET peptide cleavage, 3 h; inhibition, % at 7 µM; hit rate 0.62% among 370,000;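 active = inhibition above a per-campaign cutoff equal to the mean of compounds falling between control-based bounds plus 3 SD, cut at about 20% in these data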;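 note: 0% = DMSO wells while the 100% control is not disclosed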
Target sequence (O14672 214-748 limits assumed): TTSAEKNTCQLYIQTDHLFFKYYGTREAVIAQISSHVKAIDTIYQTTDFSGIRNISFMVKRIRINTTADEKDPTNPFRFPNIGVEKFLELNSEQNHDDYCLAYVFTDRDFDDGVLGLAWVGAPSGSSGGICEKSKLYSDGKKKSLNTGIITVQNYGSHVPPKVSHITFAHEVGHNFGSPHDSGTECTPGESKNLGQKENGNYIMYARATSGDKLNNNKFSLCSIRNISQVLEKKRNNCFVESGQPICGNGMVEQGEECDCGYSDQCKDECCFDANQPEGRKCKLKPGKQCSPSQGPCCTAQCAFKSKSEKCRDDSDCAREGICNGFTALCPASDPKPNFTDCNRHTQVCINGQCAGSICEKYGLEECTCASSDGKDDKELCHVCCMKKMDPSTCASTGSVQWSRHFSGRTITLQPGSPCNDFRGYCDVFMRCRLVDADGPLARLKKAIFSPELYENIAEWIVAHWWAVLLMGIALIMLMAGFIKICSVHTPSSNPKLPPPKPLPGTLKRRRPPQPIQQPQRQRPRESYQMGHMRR
ASAP1 inh – ASAP1 ArfGAP inhibition; Q9ULH1; ASAP1-stimulated ARF1 GTP hydrolysis, GDP FP detection; inhibition, % at 16.5 µM; hit rate 0.19% among 360,000; AID 624377; in the data active = inhibition above about 25%;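 note: 0% = vehicle with enzyme and substrate and 100% = no enzyme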
TDP2 inh – blocks human TDP2 phosphodiesterase activity; recombinant TDP2, T5PNP hydrolysis, p-nitrophenol absorbance 415 nm; inhibition, % at 12.8 µM; hit rate 0.34% among 370,000;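 active = inhibition above the mean of all tested compounds plus 3 SD, set per campaign, cut at about 25% in these data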;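 note: 0% = DMSO with enzyme and 100% = buffer with substrate but no TDP2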
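System: recombinant human TDP2 / Amount: 120 nM TDP2 per well / Also added: 5 mM T5PNP chromogenic substrate / Doses: 12.8 µM single point, 1% DMSO / Incubation: 2 h at 37 °C / Detection: p-Nitrophenol epi absorbance / Evaluation: % inhibition relative to enzyme-containing and enzyme-free wells / Repeats: singlicate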
Tn6 DDE FP – inhibitors of Tn6 peptide binding to human fibrin DD(E) | AID 720509 | P02675 | hit rate 0.21% among 370,000 | inhibition, % at 8.3 µM | Fibrin DD(E) TRITC-Tn6 fluorescence polarization displacement;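 active = inhibition above a per-campaign cutoff: mean of compounds within control limits plus 3 SD, cut at about 15% in these data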;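 note: 0% = median of all compound wells on the plate and 100% = blocking peptide control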
ARFGAP1 inhibitor – inhibits rat ARF GTPase activating protein 1. hit rate 0.26% among 360,000. Q62848. inhibition, % at 16.5 µM. Arfgap1-stimulated ARF1 GTP hydrolysis, GDP FP detection. AID 651572;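 active = inhibition above a per-plate limit, mean inhibition of low control wells plus 3 SD, cut at about 25% in these data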;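 note: 0% = DMSO wells with enzyme and 100% = wells lacking Arfgap1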
Target sequence (Q62848 1-136 limits assumed): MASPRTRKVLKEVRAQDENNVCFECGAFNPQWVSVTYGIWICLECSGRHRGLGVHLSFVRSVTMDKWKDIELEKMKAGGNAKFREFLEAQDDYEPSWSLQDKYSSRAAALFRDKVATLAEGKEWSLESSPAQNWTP
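system = rat Arfgap1 catalytic domain, aa 1-136 | technique = FP, GDP Alexa 633 tracer displaced from anti-GDP antibody, 620/688 nm | compound = one concentration, 16.5 µM, DMSO 1.26% | medium = HEPES-based buffer, pH 7.5 | timing = compound-enzyme preincubation 20 min, reaction 120 min, detection 60 min, 25 °C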
LEDGF integ inh – blocks HIV-1 LEDGF/p75-dependent DNA integration; TR-FRET IN-LEDGF/p75 DNA integration, Eu/Cy5; inhibition, % at 3.7 µM; hit rate 0.64% among 370,000;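 active = inhibition above the screen-wide mean plus 3 SD, cut at about 13% in these data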;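 note: signal is the Cy5 over europium emission ratio at 671 and 618 nm; 0% = plate median of compound wells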
PLC-gamma1 inh – PLC-gamma1 (human) inhibition, primary screen. hit rate 0.84% among 370,000. inhibition, % at 12.2 µM. P19174. purified PLC-gamma1, fluorogenic substrate, fluorescence; in the data active = inhibition above about 9.5%
DDE Tn7 FP inh – DD(E)-Tn7 binding inhibition, primary FP screen; hit rate 0.13% among 370,000; P02675; inhibition, % at 8.3 µM; FP displacement of FITC-Tn7 peptide from fibrin DD(E); 0% = median of compound wells per plate;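 active = inhibition above the mean of compounds falling within the control limits plus 3 SD of them, cut at about 14% in these data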;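 note: 0% = plate median of compound wells and 100% = 10 µM Aha-Tn7 peptide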
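Assay system: human fibrin DD(E) protein / Input: 2 µM fibrin DD(E) / Benchmarks: high control of 10 µM Aha-Tn7 peptide / Measured by: fluorescence polarization of the labelled Tn7 tracer / Medium: Tris buffer with calcium and detergent, pH 7.8 / Timing: 10 min compound pre-incubation, 3 h probe incubation at room temperature / Repeats: one replicate per compound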
KLK7 zymogen act – activators of human kallikrein-7 zymogen | activation, % at 7 µM | hit rate 0.9% among 370,000 | P49862 | purified proKLK7, EDANS-DABCYL substrate fluorescence; 100% is mature enzyme control, 0% vehicle;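 active = activation above the mean of all tested compounds plus 3 SD, computed per campaign excluding outliers beyond control limits, cut at about 13% in these data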
Target sequence (P49862 whole entry, looked up): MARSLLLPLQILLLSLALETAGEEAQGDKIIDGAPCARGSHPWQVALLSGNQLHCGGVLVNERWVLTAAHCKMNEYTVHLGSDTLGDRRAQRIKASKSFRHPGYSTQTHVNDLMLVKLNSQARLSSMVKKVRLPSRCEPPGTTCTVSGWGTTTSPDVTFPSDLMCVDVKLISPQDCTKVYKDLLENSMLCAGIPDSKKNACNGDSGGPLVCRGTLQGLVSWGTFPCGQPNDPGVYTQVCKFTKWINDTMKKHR
Starred values were filed as active, the others as inactive; i = inactive.

ADAM17 inh	ADAM10 inh	ASAP1 inh	TDP2 inh	Tn6 DDE FP	ARFGAP1 inhibitor	LEDGF integ inh	PLC-gamma1 inh	DDE Tn7 FP inh	KLK7 zymogen act	SMILES
-6.0	-0.4	4.5	1.7	-0.9	-12.4	10.1	-1.8	7.2	-0.1	CCOC(=O)c1cnc(-c2ccc(C(F)(F)F)cn2)[nH]c1=O
-10.7	-21.2	5.6	-8.6	-7.0	17.2	-1.9	-9.5	-2.2	3.9	CCOc1ccc(N(C)Cc2cc(=O)oc3ccc(OCC)cc23)cc1
-1.0	-2.4	5.9	10.5	-5.5	-5.0	-3.2	0.9	-8.3	-0.4	COc1ccc(NC(=O)C2CC(c3ccccc3Cl)=NO2)cc1 (stereo unspecified)
-9.4	-21.6	-4.7	5.7	-3.3	2.5	1.8	-10.1	5.5	0.8	O=S1(=O)CCN2C(=N1)Sc1c2ccc2c1CCCC2
-0.8	-1.5	5.9	1.5	-0.5	16.6	5.5	4.8	2.6	0.9	CC(OC(=O)C1CCCC1)C(=O)Nc1ccc(S(N)(=O)=O)cc1 (stereo unspecified)
-12.7	-33.9	-1.4	8.0	-0.9	-8.9	0.1	-55.6	-3.0	0.8	COc1cc(OC)c2c(C)cc(=O)oc2c1C(CCN1CCOCC1)c1ccc2c(c1)OCO2 (stereo unspecified)
-4.3	-7.5	-11.6	-1.6	1.5	-18.0	-1.8	0.3	-2.2	5.4	O=c1c2nccnc2[nH]c(=S)n1Cc1ccccc1Cl
2.8	3.2	1.6	-0.7	-3.0	-17.1	0.8	-18.0	0.5	0.4	COc1cc(/C=C2\NC(=S)N(C)C2=O)ccc1O
-1.4	-1.9	-10.0	-5.1	-1.0	4.0	2.8	0.3	4.7	-0.3	C[C@H]1CN([C@@H](C)CO)S(=O)(=O)c2ccc(-c3cccc(F)c3)cc2O[C@@H]1CN(C)C
-5.6	4.2	0.8	-4.2	-4.3	1.0	-6.2	-1.2	5.1	-0.8	Cc1ccc(S(=O)(=O)CCC(=O)NNC(=O)CN(C)S(=O)(=O)c2ccc(C)cc2)cc1
-1.2	-1.9	-11.8	1.6	5.2	-6.0	-4.0	-3.4	-2.9	-0.7	CCOc1ccc(N2CC(C(=O)Nc3cccc(S(=O)(=O)N4CCOCC4)c3)CC2=O)cc1 (stereo unspecified)
-2.7	-14.6	-11.3	7.1	3.6	-5.3	-1.1	-0.7	7.5	-0.2	CCOC(=O)Nc1ccc2ncn(C)c(=O)c2c1
-0.6	3.2	8.0	6.3	0.4	-5.3	-1.6	-1.6	-0.1	-0.3	Cc1nn(-c2ccccc2)c(/N=C/c2ccccc2O)c1-c1ccccc1
3.0	5.8	-0.7	-8.8	-0.5	6.8	4.2	-0.1	-2.2	-0.2	COc1ccc(-c2ccc(SCc3ccccn3)nn2)cc1OC
5.2	13.5	8.9	-9.7	-3.8	0.7	0.5	3.1	-5.0	0.0	CSc1ccc(/C=N/N(C)S(=O)(=O)c2ccc(C)cc2)cc1
-1.1	-10.2	-5.8	8.4	1.9	1.0	-2.6	1.8	-2.1	0.4	O=C(NCC(=O)N1CCN(S(=O)(=O)c2ccccc2F)CC1)c1ccc2c(c1)OCO2
-8.0	-5.9	-6.9	3.1	-2.9	2.9	-1.4	-0.2	0.9	0.7	CC(C)NC(=O)C(=O)Nc1cc2c3c(c1)CCC(=O)N3CCC2
3.8	4.1	7.3	0.7	2.7	2.5	-1.4	2.2	4.3	-0.3	CCOC(=O)C1=C[C@@H](c2ccccc2)N(S(=O)(=O)c2ccc(C)cc2)[C@H]1c1ccc(F)cc1
-5.6	-18.3	1.2	-12.1	-0.2	12.6	0.5	-0.1	3.0	-0.8	CSCC(=O)Nc1cc(C)on1
1.5	-3.5	-0.4	-0.8	-2.0	8.1	2.4	0.1	-3.0	-0.2	Cc1ccc(C)c(NC(=O)CN(C)C(=O)c2ccc(Cl)nc2)c1
-2.0	1.0	-9.4	-2.6	2.3	8.7	6.4	-0.9	2.9	-0.1	Cc1ccc(S(=O)(=O)N2CCOCC2)cc1C(=O)OCC(=O)Nc1ccc2c(c1)OCO2
0.6	2.2	-11.0	10.2	3.3	1.4	0.0	2.7	-1.9	-0.2	Cn1cnc([N+](=O)[O-])c1N=C(N)N
-7.8	-11.9	-4.5	-1.7	0.4	-7.4	3.6	0.8	4.4	0.5	O=C(C1CCN(S(=O)(=O)N2CCOCC2)CC1)N1CCN(Cc2ccccc2)CC1
6.1	2.4	1.4	-14.6	1.4	2.5	5.4	7.1	8.3	0.2	CC(C)C12CN3CC(C(C)C)(CN(C1)C3c1ccc3c(c1)OCO3)C2=O (stereo unspecified)
-3.5	-13.8	-11.7	9.6	-3.7	11.0	0.3	0.1	7.0	0.5	COc1ccc(NC(=O)c2cc(S(=O)(=O)N3CCCCC3)c[nH]2)c(OC)c1
-2.6	-3.3	-3.7	-5.1	5.1	2.1	-3.8	-1.0	0.9	0.2	O=C(Nn1cnc2ccccc2c1=O)c1ccc([N+](=O)[O-])cc1Cl
0.5	-4.2	9.6	11.0	-12.8	-1.3	-12.4	0.3	-6.2	-0.5	CC1=C(C(=O)N2CCOCC2)CC(CC(=O)NCCc2ccccn2)C(=O)N1CCC1=CCCCC1 (stereo unspecified)
3.5	0.7	13.1	20.7	2.5	5.9	0.5	0.3	-8.0	0.3	CC/C(=N\NC(=O)CNC(=O)/C=C/c1ccc(OC)cc1)c1ccccc1
1.0	6.9	-1.9	-14.9	6.0	1.8	0.1	-2.4	6.6	0.7	O=C(NCCc1c[nH]c2ccccc12)c1cc(Cl)c2c(c1)OCO2
-0.5	-1.6	3.4	-6.5	-6.2	2.5	6.5	-0.5	-1.9	0.3	CC(C)CN1CCN(Cc2ccc3ncccc3c2)CC1CCO (stereo unspecified)

Just LEDGF integ inh, for some of the entries so far:
Molecule,LEDGF integ inh
Cn1cnc([N+](=O)[O-])c1N=C(N)N,0.0
O=C(C1CCN(S(=O)(=O)N2CCOCC2)CC1)N1CCN(Cc2ccccc2)CC1,3.6
CC(C)C12CN3CC(C(C)C)(CN(C1)C3c1ccc3c(c1)OCO3)C2=O (stereo unspecified),5.4

The list goes on.
ADAM17 inh	ADAM10 inh	ASAP1 inh	TDP2 inh	Tn6 DDE FP	ARFGAP1 inhibitor	LEDGF integ inh	PLC-gamma1 inh	DDE Tn7 FP inh	KLK7 zymogen act	SMILES
-3.3	-6.9	-8.6	-1.9	1.2	5.5	-0.1	-14.7	-2.0	4.6	CCN1C(=O)c2cccc3c(S(=O)(=O)NC(Cc4c[nH]c5ccccc45)C(=O)O)ccc1c23 (stereo unspecified)
-6.0	-13.5	7.9	10.2	-10.5	9.9	3.7	-83.5	-1.6	0.2	NC(=O)c1c(NC(=O)c2cc3ccccc3o2)sc2c1CCC2
-3.9	-3.3	3.5	3.9	-2.4	20.0	-0.3	-3.0	-2.8	-1.3	CCC(=O)Nc1ccc(-c2cc(-c3ccccc3)nc(-c3ccc(NC(=O)CC)cc3)n2)cc1
-1.4	-1.6	-11.9	1.2	-2.3	-2.5	-5.3	-7.4	-6.3	0.7	COc1ccc2sc3cccc(NCCN(C)C)c3c(=O)c2c1
4.9	6.3	6.2	-13.4	2.1	13.9	0.2	4.1	9.3	0.4	CC(=O)Nc1c(C(=O)N2CCOCC2)cnn1-c1ccc(C)c(C)c1
1.2	8.3	10.4	-1.9	-7.2	6.1	2.4	-1.6	4.3	0.3	O=C(COC(=O)[C@H](Cc1ccccc1)N1C(=O)c2ccccc2C1=O)Nc1ccc2c(c1)OCO2
i	i	4.1	7.1	5.2	-3.8	-3.0	-189.7	2.7	12.3	CCCCN(C)C(=O)c1cc2cc3ccc(OC)cc3nc2o1
4.7	9.3	-12.2	-10.3	0.3	8.5	0.4	1.1	2.2	0.7	CCOc1ccc(CN(C)CC(=O)Nc2cccc(S(=O)(=O)N(C)c3ccccc3)c2)cc1
4.6	19.7	7.8	-7.0	-8.8	10.9	-0.2	2.3	4.2	-0.2	Cc1cccc(Oc2cc(N)cc([N+](=O)[O-])c2)c1
1.6	6.7	7.5	-12.2	-3.0	3.9	2.5	2.2	1.3	0.7	COc1ccc(S(=O)(=O)NCCCc2ccccc2)cc1
-6.5	-7.8	3.7	-7.2	4.4	-3.7	-2.4	-1.7	-6.9	-0.2	COc1ccccc1CNC(=O)C1CCN(C(=O)[C@@H]2Cc3ccccc3CN2)CC1
2.5	6.6	0.5	-11.1	4.7	8.0	-3.0	1.6	-1.6	-0.4	N#CCCN(C(=O)COC(=O)c1ccc(S(=O)(=O)Nc2ccccc2)cc1)c1ccccc1
0.9	-3.2	-3.9	-20.4	-0.6	-5.6	-2.6	-2.8	2.8	0.7	O=C(CC(=O)NCc1ccccc1)NCc1ccccc1
-3.8	3.4	-15.6	-8.7	-6.9	-9.3	-4.6	1.8	-4.7	0.4	Cc1cc(C)nc(Nc2n[nH]c(-c3ccc(C(C)(C)C)cc3)n2)n1
-1.3	-4.8	-2.0	20.5	1.3	6.3	2.5	-0.8	7.0	-0.1	Cc1sc2nc(SCC(N)=O)n(-c3ccccc3)c(=O)c2c1C
0.1	7.0	-11.5	4.1	1.6	-2.2	0.1	1.5	-3.8	-0.7	CC(=O)Nc1ccc(N2C(=O)c3cccc(NC(C)=O)c3C2=O)cc1
-2.5	-2.1	12.2	-8.0	-1.2	11.2	-3.7	0.1	-1.2	0.9	Cc1cccc2c1[nH]c1nc(N/N=C\c3ccco3)nnc12
-0.6	2.1	-6.9	2.5	-7.4	16.2	-1.0	3.6	-0.8	0.1	CC(C)C[C@@H](CN1CCC[C@@H]1CN1C(=S)NC[C@@H]1Cc1ccc(O)cc1)N1C[C@H](Cc2ccc(O)cc2)N(CC2CCCCCC2)C1=S
0.5	0.8	-3.6	9.0	-2.9	11.7	1.1	-6.0	8.4	-0.2	Nc1cc(=O)[nH]c(SCC(=O)Nc2ncc(C(F)(F)F)cc2Cl)n1
-4.2	-9.9	-4.3	0.3	-2.9	3.0	-2.8	-0.8	-3.3	-0.1	O=C(c1cccc(OC2CCN(C3CCCC3)CC2)c1)N1CCCCCCC1
-2.5	-19.1	-1.1	-3.1	-3.1	3.8	-0.7	1.3	-3.6	-0.4	O=C(COC(=O)c1ccco1)Nc1ccc(Cl)cn1
